14-3-3 PPI: modulators of 14-3-3 gamma protein binding, primary screen, biochemical, fluorescence polarization. actives 0.19% (n = 160,000). inhibition, % at 40 µM. FP, 14-3-3gamma / TMR-pS259-Raf peptide binding. 14-3-3 protein gamma (Homo sapiens), P61981. AID 422, 2006; in the data active = inhibition above about 30%;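 note: 0% = protein plus tracer without compound and 100% = blank with tracer alone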
Target sequence (P61981 whole entry, looked up): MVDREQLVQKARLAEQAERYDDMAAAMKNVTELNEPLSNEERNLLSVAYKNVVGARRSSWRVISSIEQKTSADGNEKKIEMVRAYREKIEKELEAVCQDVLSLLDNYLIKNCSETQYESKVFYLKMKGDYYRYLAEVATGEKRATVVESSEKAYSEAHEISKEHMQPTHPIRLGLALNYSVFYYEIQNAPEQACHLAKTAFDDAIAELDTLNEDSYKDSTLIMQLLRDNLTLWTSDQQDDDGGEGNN
* hit, by the source's call; & = joins results of further samples. An excerpt. The share of hits here may be higher or lower than overall.

SMILES | 14-3-3 PPI
COc1cccc(-c2nn(C)c3sc(C(=O)N4CCN(c5cccc(Cl)c5)CC4)cc23)c1 | 2
COCCCNC(=O)C1CC(=O)N(c2ccc(C)cc2)C1 (stereo not drawn) | 0
O=C(NC1CCCCC1)C1CC(=O)N(c2ccc(Cl)cc2)C1 (stereo not drawn) | -5
O=C(O)c1cc(S(=O)(=O)N2CCCC2)ccc1Br | 3
CCOC(=O)C1C(=O)C=C(c2ccc(C)cc2)CC1c1ccccc1OC (stereo not drawn) | -12
CCc1ccc(C)c(NC(=O)C(Cc2ccc([N+](=O)[O-])cc2)N2C(=O)c3ccccc3C2=O)c1 (stereo not drawn) | -9
O=c1c2sccc2nc(SCc2cc(=O)n3cc(Cl)ccc3n2)n1Cc1ccccc1Cl | -1
O=C1Nc2ccc([N+](=O)[O-])cc2C1(O)N1CCOCC1 (stereo not drawn) | -13
CC(C)CN(C(=O)COC(=O)c1cc2ccccc2oc1=O)C1CCS(=O)(=O)C1 (stereo not drawn) | 0
O=C(c1ccc2ccccc2c1)N1CCN(c2ccccc2)CC1 | -11
O=C1c2ccccc2C(=O)N1C1CCCCC1 | -2
Nc1c(C(=O)c2ccc(Cl)cc2)sc2[nH]c(=O)c(C(=O)O)cc12 | -85
O=C(NCC1CCCO1)C1c2ccccc2C(=O)N1Cc1ccco1 (stereo not drawn) | -6
CN(Cc1ccccc1)C(=O)c1ccc2c(c1)OCCO2 | -4
COc1ccc(N2C(=O)c3cccc4cccc(c34)C2=O)nn1 | -11
O=C(CNC(=O)c1cccs1)NCCN1CCN(c2ccccc2F)CC1 | -5&-15
C=C(C)CN=c1scc(C)n1/N=C/c1ccco1 | -8
O=C(O)c1ccc(CNCc2ccccc2)cc1 | -4
O=C(CN(C(=O)CNS(=O)(=O)c1ccccc1)C1CCCC1)NCc1ccco1 | -6
Cc1ccc(S(=O)(=O)NCCCN(C)C)cc1[N+](=O)[O-] | -4
Cc1ccc(-c2nc(C3CCCCC3)no2)cc1 | -4
CC(=O)Nc1ccc(C2Nc3cc(C)c(C)cc3NC3=C2C(=O)CC(C)(C)C3)cc1 (stereo not drawn) | 6
CCCC(c1nnnn1Cc1ccco1)N1CCN(C(=O)c2ccco2)CC1 (stereo not drawn) | -2
O=S(=O)(c1cccs1)N(Cc1ccccc1)Cc1ccccc1 | 5
CC(C)NC(=O)Cc1c(C(=O)O)n(C)c2ccccc12 | -4
Cc1ccccc1N=c1oc2ccc(Br)cc2cc1C(N)=O | 2
COc1ccc(C(=O)C[n+]2ccc(C(=O)NCCO)cc2)cc1 | -11
Clc1cc2c(cc1CSc1nnnn1-c1ccccc1)OCO2 | -1
COc1ccc(C2Oc3ccccc3C3=C2C(c2ccc(F)cc2)n2ncnc2N3)cc1Br (stereo not drawn) | 3
O=C(Nc1ccc(Cl)c([N+](=O)[O-])c1)C1CC(=O)N(c2ccc(Cl)cc2)C1 (stereo not drawn) | -5
Cc1ccccc1NC(=O)CSc1nnnn1C | 0
COc1cccc(OCc2nnc(SCC(=O)OC3CCCCC3)n2C)c1 | 1
c1ccc(C(Cc2nc(-c3ccccn3)no2)c2ccccc2)cc1 | -4
C=CCNC(=O)N1c2ccccc2Sc2ccccc21 | 4
COC(=O)c1ccc(S(=O)(=O)NCCSc2nnc3c4ccccc4n(C)c3n2)cc1 | 4
Cc1nc(Sc2nnnn2-c2ccccc2)c(C#N)c(C)c1C | -7
Clc1ccc(CSc2ncccn2)cc1 | -13
O=C(CCN1C(=O)C2CC=C(Cl)CC2C1=O)NCc1ccco1 (stereo not drawn) | -2
C=C(C)c1cccc(C(C)(C)NC(=O)NCCCN2CCCC2=O)c1 | 7
COc1ccccc1-c1noc(-c2ccccc2C(=O)Nc2ccccc2)n1 | 1
COc1ccc(-n2ccnc2SCC(=O)Nc2nccs2)cc1 | -5
NC(=O)CSc1nnc(-c2cnccn2)n1-c1ccccc1 | -2
COC(=O)C1=CN(Cc2ccc(F)cc2)C=C(C(=O)OC)C1c1ccc(C(F)(F)F)cc1 | -5
CC(C)Cc1nnc(NC(=O)c2ccncc2)s1 | -5
O=C(OC(C(=O)c1ccccc1)c1ccccc1)c1ccccc1I (stereo not drawn) | 3
Cc1ccc(C)n1-c1ccc(-n2cnnn2)cc1 | 0
CCCOC(=O)C1=C(C)NC2=C(C(=O)CC(c3cccs3)C2)C1c1coc2ccc(C)cc2c1=O (stereo not drawn) | -29
C#CC1(O)CCC2C3CCc4cc(O)ccc4C3CCC21C (stereo not drawn) | 1
Cc1cc(N2CCOCC2)nc2ccc(NC(=O)CCC(=O)N3CCCCC3)cc12 | 4
CCOc1cc2[nH]c(=S)n(C3CC3)c(=O)c2cc1OCC | -6
Cc1cccc(NC(=O)Cn2c(=O)n(-c3ccc(C)c(C)c3)c(=O)c3c(C)c(C(=O)N(C)C)sc32)c1 | -3
COc1ccccc1OCc1nc2ccccc2n1Cc1ccc(C)cc1 | -4
O=C(NCc1ccncc1)C(=O)NCc1ccc(Cl)cc1 | 2
Cc1ccc(N2C(=O)c3cc(N4CCC(C)CC4)c([N+](=O)[O-])cc3C2=O)cc1 | 3
COc1ccc(-c2cc(C(F)(F)F)n3nc(C(=O)NCc4ccco4)cc3n2)cc1 | -2
C=CCNC(=O)CCCOc1cccc(C)c1 | -4
COc1ccc2oc(=Nc3cccc(C(C)=O)c3)c(C(N)=O)cc2c1 | -10
CN1c2ccc([N+](=O)[O-])cc2C(C)(C)C12C=Cc1cc([N+](=O)[O-])cc(Br)c1O2 (stereo not drawn) | -241
CCCOc1ccc(C(C)(CC(=O)O)C(=O)O)cc1 (stereo not drawn) | 1
CCC(=O)NCCSc1c(-c2ccc(F)cc2)[nH]c2ccccc12 | 0

6 entries from above in another layout:
Structure	14-3-3 PPI
CC(C)Cc1nnc(NC(=O)c2ccncc2)s1	-5
C=CCNC(=O)CCCOc1cccc(C)c1	-4
NC(=O)CSc1nnc(-c2cnccn2)n1-c1ccccc1	-2
Cc1ccc(C)n1-c1ccc(-n2cnnn2)cc1	0
O=C(NCc1ccncc1)C(=O)NCc1ccc(Cl)cc1	2
Cc1ccc(N2C(=O)c3cc(N4CCC(C)CC4)c([N+](=O)[O-])cc3C2=O)cc1	3

The main list resumes, starting 2 compounds before the break.
SMILES | 14-3-3 PPI
CCCOc1ccc(C(C)(CC(=O)O)C(=O)O)cc1 (stereo not drawn) | 1
CCC(=O)NCCSc1c(-c2ccc(F)cc2)[nH]c2ccccc12 | 0
Cc1ccccc1Nc1c(-c2c[nH]c3ccccc23)nc2ncccn12 | -6
CC(C)Sc1ncnc2c1oc1ccccc12 | -17&-9
CC1CN(C2CCN(C(=O)c3ccccc3Cl)CC2)CC(C)O1 (stereo not drawn) | -4
O=C(Cn1cnc2ccccc2c1=O)NCc1ccccc1 | 0
O=C(Nc1ccccc1)c1cc([N+](=O)[O-])ccc1Cl | -3
CC12CS(=O)(=O)CC1SC(=S)N2c1ccccn1 (stereo not drawn) | -4
COCc1cc(C)nc(SCC(=O)Nc2ccccc2)c1C#N | 2
Cc1cc(/C=N/n2cnnc2)c(C)n1-c1cc(Cl)ccc1Cl | -11
Cc1ccccc1-n1c(SCc2c(C)noc2C)nnc1-c1ccncc1 | -29
CCCCCCNC(=O)c1c(O)c2ccccc2[nH]c1=O | -4
Cn1c(=S)[nH]c2cccnc21 | -9
Cc1cc(C)n(C(=O)CN2C(=O)c3ccccc3C2=O)n1 | -6
CCOC(=O)c1sc(N2C(=O)C(=O)/C(=C(/O)c3ccccc3)C2c2ccccc2)nc1C (stereo not drawn) | -17
O=c1cc(CSc2nc3cc(Cl)ccc3o2)nc2sccn12 | 21
O=C(NCCn1ccc2ccccc21)C1CCCCC1 | 3
CCOC(=O)c1sc(C)c(C(=O)NC2CCCCC2)c1N | 0
Cc1ccc([N+](=O)[O-])cc1NC(=O)c1cccc(S(=O)(=O)N2CCCCC2)c1 | -3
CC(=O)Nc1nc2n(n1)C(c1ccccc1)C=C(C)N2 (stereo not drawn) | -24
COC(=O)C1=C(C)NC2=C(C(=O)CC(c3ccc(OC)cc3)C2)C1c1ccncc1 (stereo not drawn) | -1
NC(=O)c1cc2[nH]c3ccccc3c2[n+](-c2ccc([N+](=O)[O-])cc2)c1N | 2

A different layout for some results above:
SMILES	14-3-3 PPI
CCCCCCNC(=O)c1c(O)c2ccccc2[nH]c1=O	-4
Cn1c(=S)[nH]c2cccnc21	-9
Cc1cc(C)n(C(=O)CN2C(=O)c3ccccc3C2=O)n1	-6
CCOC(=O)c1sc(N2C(=O)C(=O)/C(=C(/O)c3ccccc3)C2c2ccccc2)nc1C (stereo not drawn)	-17

Some of these compounds in order of heavy-atom count, rising.
SMILES | 14-3-3 PPI
CC(C)Sc1ncnc2c1oc1ccccc12 | -17&-9
O=C(Nc1ccccc1)c1cc([N+](=O)[O-])ccc1Cl | -3
CC(=O)Nc1nc2n(n1)C(c1ccccc1)C=C(C)N2 (stereo not drawn) | -24
Cc1cc(C)n(C(=O)CN2C(=O)c3ccccc3C2=O)n1 | -6
COCc1cc(C)nc(SCC(=O)Nc2ccccc2)c1C#N | 2
NC(=O)c1cc2[nH]c3ccccc3c2[n+](-c2ccc([N+](=O)[O-])cc2)c1N | 2

Continued.
SMILES | 14-3-3 PPI
Cc1cc(C)c2oc(-c3ccc(NC(=O)c4ccc([N+](=O)[O-])o4)cc3)nc2c1 | -42
COc1cccc(-c2c(NC(=O)c3ccco3)n(-c3ccc(C)cc3)nc(C)c2=O)c1 | -7
CCOC(=O)C(NC(=O)CC)(Nc1ccc(S(=O)(=O)Nc2onc(C)c2C)cc1)C(F)(F)F (stereo not drawn) | -2
COc1ccc(/C(O)=C2\C(=O)C(=O)N(c3nnc(C)s3)C2c2ccc(C(C)C)cc2)cc1 (stereo not drawn) | -11
CCN(Cc1ccccc1)S(=O)(=O)c1ccc(C(=O)Nc2nnc(C)o2)cc1 | -2
CN1CCc2c(sc3c2C(=O)NC(c2ccc4c(c2)OCO4)N3)C1 (stereo not drawn) | 1
COc1ccc(OC)c(NC(=O)COc2ccccc2[N+](=O)[O-])c1 | 2
O=C(O)CC1C(=O)NCCN1Cc1ccc(F)c(F)c1 (stereo not drawn) | 3
Cc1ccc(CNC(=O)CCCCn2c(=O)[nH]c3ccccc3c2=O)cc1 | -10
CCC(=O)c1ccc(Oc2nnc(-c3ccccc3)c3ccccc23)cc1 | -1
COC(=O)c1cnc(N2CCN(C)CC2)c2ccccc12 | -7
COc1ccc(CNC(=O)CCNS(=O)(=O)c2ccc(Cl)cc2)cc1 | 7
COC(=O)c1ccccc1NS(=O)(=O)c1ccc(C(C)(C)C)cc1 | -8
CCN(CC)c1ccc(-c2nc3sc4c(c3c(=O)[nH]2)CCCC4)cc1 | 0
CC(=O)N1CCc2cc(S(=O)(=O)NCc3ccccn3)ccc21 | -9
CC12CC(NC(=O)N1c1ccccc1)c1cc([N+](=O)[O-])ccc1O2 (stereo not drawn) | -7
CCSc1ccc(C(=O)NCCOc2ccc(C)cc2)cc1[N+](=O)[O-] | 3
COc1ccccc1C1=NN(C(=O)c2ccccc2)C(c2ccc(Br)cc2)C1 (stereo not drawn) | 10
CN1CCN(Cc2nc(N)nc(Nc3ccc4c(c3)OCCO4)n2)CC1 | -3
CC1CCc2c(sc(NC(=O)CCN3C(=O)c4ccccc4C3=O)c2C(N)=O)C1 (stereo not drawn) | -13
COc1ccc(C(=O)NCc2cn3ccccc3n2)cc1 | 4
COc1cc(CN2CCC(C(=O)N3CCCC(C)C3)CC2)cc(Br)c1O (stereo not drawn) | -5
CCc1nn(CC(=O)N2CCN(Cc3ccc4c(c3)OCO4)CC2)c(=O)c2cc3occc3n12 | -2
Cn1c(=O)c2c(nc(CN3CCc4ccccc4C3)n2CCCO)n(C)c1=O | -1
Cc1[nH]n(-c2ccccc2)c(=O)c1/C=N/c1ccccn1 | -3
CCOC(=O)c1[nH]c(C)c(C(=O)N(CC)CC)c1C | -16
CCc1nnc(SCc2ccc(CSc3nnc(CC)n3N)cc2)n1N | 6
COc1ccccc1C(=O)NCCn1cc(SCC(=O)Nc2cc(C)on2)c2ccccc21 | -15
COc1ccc(NC(=O)Cn2c(=O)n(CCc3ccccc3)c(=O)c3c(C)c(C)sc32)cc1 | -10
CC(C)(C)C(=O)Cn1c(=N)n(Cc2ccccc2)c2ccccc21 | -2
COc1ccc(-c2cc(C(=O)Nc3cccc(Cl)c3)no2)cc1OC | 1
CC[n+]1cc(-c2ccccc2)nc(N2CCOCC2)n1 | -4
O=C(c1ccc(C(=O)N2CCCCC2)cc1)N1CCCCC1 | -3
Cc1cc(C)nc(NS(=O)(=O)c2ccc(NC(=O)c3ccc([N+](=O)[O-])cc3)cc2)n1 | 0
CCOC(=O)C1=C(Cn2ccc(C(F)(F)F)n2)NC(=O)NC1c1ccc2c(c1)OCO2 (stereo not drawn) | 4
CCCNC(=O)c1ccc2c(c1)N(Cc1ccc(Cl)cc1)C(=O)CS2 | -11
CCOC(=O)CC1=CC(C)(CC(=O)OCC)C(C#N)(C#N)C(N)=C1C#N (stereo not drawn) | -2
C=CCOc1ccc(C(C2=C(O)CC(C)(C)CC2=O)C2C(=O)CC(C)(C)CC2=O)cc1OC (stereo not drawn) | -1
CCOC(=O)c1ccc(N=C2SCC(=O)N2C)cc1 | -3
Cc1ccccc1-n1c(N)c(C#N)c2nc3ccccc3nc21 | -6
N#Cc1c(-c2ccc(Cl)cc2Cl)nc2n(c1=O)CCS2 | -16
CC1=C(C(=O)OCCc2ccccc2)C(c2cccs2)C2=C(CC(c3cccs3)CC2=O)N1 (stereo not drawn) | -4
COc1cc2c(cc1OC)C(/C(C#N)=N\O)=NC(C)(C)C2 | 2

Screening data deposited in PubChem by Emory University Molecular Libraries Screening Center.
